FBW7 activator – FBW7 E3 ligase activators, primary screen, biochemical, AlphaScreen, human; AlphaScreen FBW7–phospho-cyclin E peptide binding, activator screen; normalized activity (activation), % at 26.1 µM; hit rate 0.13% among 650,000; in the data active = normalized activity above about 1.9%;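 also: purified mutant Fbw7 with reduced substrate affinity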
TEAD-YAP inh – TEAD-YAP interaction inhibition, primary screen, TEAD-YAP interaction inhibitor project, luminescence, HEK-TIYL cells; inhibition, % at 9.12 µM; hit rate 1.4% among 640,000; AID 1259422, 2018; TEAD-Gal4/YAP UAS-luciferase luminescence; in the data active = inhibition above about 32%;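 also: 0% = median of test compound wells and 100% = reference inhibitor wells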
GPR151 ag – activators of human GPR151, primary screen, cell-based, PathHunter beta-arrestin, luminescence; G-protein coupled receptor 151 (Homo sapiens), Q8TDV0; PathHunter beta-arrestin GPR151 cells; activation, % at 11.2 µM; hit rate 1% among 650,000; AID 1508602, 2020; in the data active = activation above about 4.9%;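 also: 0% = median of compound wells and 100% = cells with positive control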
Target sequence (Q8TDV0 whole entry, looked up): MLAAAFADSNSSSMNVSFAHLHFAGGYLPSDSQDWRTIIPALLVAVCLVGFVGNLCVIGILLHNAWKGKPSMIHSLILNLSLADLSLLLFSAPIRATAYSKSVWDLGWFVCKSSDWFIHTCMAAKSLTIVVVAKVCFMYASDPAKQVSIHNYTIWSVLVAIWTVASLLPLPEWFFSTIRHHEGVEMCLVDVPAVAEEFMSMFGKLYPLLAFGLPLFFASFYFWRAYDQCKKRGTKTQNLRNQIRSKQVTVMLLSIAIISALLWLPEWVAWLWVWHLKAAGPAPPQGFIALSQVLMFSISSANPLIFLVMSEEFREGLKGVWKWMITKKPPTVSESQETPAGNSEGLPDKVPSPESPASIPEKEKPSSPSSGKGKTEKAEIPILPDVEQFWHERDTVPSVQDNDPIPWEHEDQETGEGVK
MITF inh – MITF inhibitors, primary screen, biochemical, AlphaScreen, human | hit rate 0.91% among 650,000 | AID 1259374, 2018 | inhibition, % at 2.6 µM | Microphthalmia-associated transcription factor (Homo sapiens), O75030 | AlphaScreen MITF homodimerization, bead proximity signal; in the data active = inhibition above about 50%;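 also: 0% = vehicle wells with protein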
Target sequence (O75030 whole entry, looked up): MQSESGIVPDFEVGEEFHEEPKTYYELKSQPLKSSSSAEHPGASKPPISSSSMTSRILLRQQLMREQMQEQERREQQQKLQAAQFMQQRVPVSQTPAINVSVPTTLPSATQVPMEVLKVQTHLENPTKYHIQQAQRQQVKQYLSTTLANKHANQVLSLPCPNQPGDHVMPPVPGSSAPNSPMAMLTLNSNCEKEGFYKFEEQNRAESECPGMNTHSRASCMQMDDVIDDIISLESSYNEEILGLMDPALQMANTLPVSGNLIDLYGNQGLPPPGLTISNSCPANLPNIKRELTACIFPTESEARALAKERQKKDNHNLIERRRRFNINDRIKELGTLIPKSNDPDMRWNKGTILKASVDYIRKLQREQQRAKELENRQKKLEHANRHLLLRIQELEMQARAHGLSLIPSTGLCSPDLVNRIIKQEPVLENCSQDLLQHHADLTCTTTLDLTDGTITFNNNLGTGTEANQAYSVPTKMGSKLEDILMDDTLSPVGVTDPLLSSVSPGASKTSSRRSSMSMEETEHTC
Numbers without * were called inactive.

A first look:
Screening CC1CCc2c(sc(NC(=O)c3noc4c3CCCC4)c2C(N)=O)C1 (stereo not given) returned FBW7 activator -0.1, TEAD-YAP inh -13, GPR151 ag 0.6 and MITF inh -9.
`COc1cc(/C=N/Nc2ccccn2)cc(Br)c1O` gave FBW7 activator -0.2, TEAD-YAP inh -12, GPR151 ag -0.7 and MITF inh 10.
`Cc1cccc(-c2nc(CS(=O)CC(=O)NC(C)c3ccccc3)c(C)o2)c1` (stereo not given) gave FBW7 activator 0.2, TEAD-YAP inh 3, GPR151 ag 7.2* and MITF inh 15.
`Nc1c(C(=O)Nc2cccc(C(F)(F)F)c2)sc2nc3c(cc12)C(=O)CCC3` gave FBW7 activator -0.1, TEAD-YAP inh -5, GPR151 ag 1.6 and MITF inh -2.

This part in full, from the first entry:
Screening CC1CCc2c(sc(NC(=O)c3noc4c3CCCC4)c2C(N)=O)C1 (stereo not given) returned FBW7 activator -0.1, TEAD-YAP inh -13, GPR151 ag 0.6 and MITF inh -9.
`COc1cc(/C=N/Nc2ccccn2)cc(Br)c1O` gave FBW7 activator -0.2, TEAD-YAP inh -12, GPR151 ag -0.7 and MITF inh 10.
`Cc1cccc(-c2nc(CS(=O)CC(=O)NC(C)c3ccccc3)c(C)o2)c1` (stereo not given) gave FBW7 activator 0.2, TEAD-YAP inh 3, GPR151 ag 7.2* and MITF inh 15.
`Nc1c(C(=O)Nc2cccc(C(F)(F)F)c2)sc2nc3c(cc12)C(=O)CCC3` gave FBW7 activator -0.1, TEAD-YAP inh -5, GPR151 ag 1.6 and MITF inh -2.
COc1ccc(-c2noc(NCCCN3C(C)CCCC3C)n2)cc1OC (stereo not given) was read as FBW7 activator -0.1, TEAD-YAP inh -4, GPR151 ag 0.6 and MITF inh 7.
Screening Cc1ccc(N(CC(=O)NCCSCc2ccc(Cl)cc2)S(C)(=O)=O)cc1C returned FBW7 activator 0.0, TEAD-YAP inh 12, GPR151 ag 1.6 and MITF inh 7.
For CN(C)CCNC(=O)CCNC(=O)Cn1cnc2ccccc2c1=O the results were FBW7 activator 0.1, TEAD-YAP inh 5, GPR151 ag 0.2 and MITF inh 15.
Cc1ccc(NC2(c3nnnn3C(/C=C/c3ccc(Cl)cc3Cl)C(C)(C)C)CCCC2)cc1 (stereo not given) was read as FBW7 activator 0.1, TEAD-YAP inh 4, GPR151 ag 1.0 and MITF inh -3.
CC(=O)c1cccc(N2C(=O)C3C4c5ccccc5C(C(C)=O)(c5ccccc54)C3C2=O)c1 (stereo not given) was read as FBW7 activator 0.1, TEAD-YAP inh 1, GPR151 ag -1.0 and MITF inh 12.
`Cc1cccc(OC(C)C(=O)Nc2nccs2)c1` (stereo not given) gave FBW7 activator -0.5, TEAD-YAP inh -14, GPR151 ag 4.2 and MITF inh 5.
For CCOC(=O)c1nnn(-c2nonc2N)c1COc1c(C=O)cccc1OC the results were FBW7 activator 0.1, TEAD-YAP inh 5, GPR151 ag -0.9 and MITF inh 5.
`Cc1ccc(NC(=O)c2c(NC(=O)c3cccs3)sc3c2CCCC3)cc1` gave FBW7 activator -0.1, TEAD-YAP inh -3, GPR151 ag 2.1 and MITF inh -3.
CCCN(CCO)Cc1ccc(Cl)cc1 was read as FBW7 activator -0.1, TEAD-YAP inh 2, GPR151 ag 0.1 and MITF inh 30.
COc1ccccc1C(=O)NCC(=O)Nc1ccc(C)cc1 was read as FBW7 activator 0.0, TEAD-YAP inh -9, GPR151 ag 1.3 and MITF inh 1.
O=C(/C=C/N1CCC(Cc2ccccc2)CC1)C(F)(F)F was read as FBW7 activator 0.0, TEAD-YAP inh 3, GPR151 ag -0.3 and MITF inh 8.
`COc1ccccc1CCc1nnc(CCC(=O)NCCOc2cccnc2)o1` gave FBW7 activator 0.0, TEAD-YAP inh -3, GPR151 ag -0.5 and MITF inh 8.
`COc1cc2nc(NCc3ccc4c(c3)OCO4)nc(Nc3ccc4c(c3)OCO4)c2cc1OC` gave FBW7 activator -0.3, TEAD-YAP inh -2, GPR151 ag 2.5 and MITF inh 5.
`COC(=O)CSc1nnc(CNC(=O)Cc2ccccc2)n1C` gave FBW7 activator 0.1, TEAD-YAP inh -1, GPR151 ag 1.3 and MITF inh 4.
Screening Cc1ccc(NC(=S)N(CCCN2CCC(C)CC2)Cc2ccco2)cc1 returned FBW7 activator 0.1, TEAD-YAP inh 4, GPR151 ag -0.6 and MITF inh 1.
For CC1(C)CC2CC(C)(CN2Cc2ccc([N+](=O)[O-])cc2)C1 (stereo not given) the results were FBW7 activator -0.2, TEAD-YAP inh 8, GPR151 ag 0.2 and MITF inh -12.

Looked up by compound from above (3):
COc1ccccc1C(=O)NCC(=O)Nc1ccc(C)cc1 was read as FBW7 activator 0.0, TEAD-YAP inh -9, GPR151 ag 1.3 and MITF inh 1.
`Cc1ccc(NC(=O)c2c(NC(=O)c3cccs3)sc3c2CCCC3)cc1` gave FBW7 activator -0.1, TEAD-YAP inh -3, GPR151 ag 2.1 and MITF inh -3.
Screening Cc1ccc(NC(=S)N(CCCN2CCC(C)CC2)Cc2ccco2)cc1 returned FBW7 activator 0.1, TEAD-YAP inh 4, GPR151 ag -0.6 and MITF inh 1.

Going on with the list:
For O=C(NC1CC(=O)N(c2cccc(F)c2)C1)N1CCC(O)CC1 (stereo not given) the results were FBW7 activator -0.1, TEAD-YAP inh -5, GPR151 ag 1.0 and MITF inh 0.
Screening Cc1cc2ccccc2n2c(SCC(=O)Nc3ccccc3N3CCOCC3)nnc12 returned FBW7 activator -0.1, TEAD-YAP inh 6, GPR151 ag 0.4 and MITF inh 7.
O=S(=O)(c1ccccc1)N1CCC(O)(c2ccccc2)C2CCCCC21 (stereo not given) was read as FBW7 activator 0.1, TEAD-YAP inh -4, GPR151 ag -0.9 and MITF inh 9.
O=C(CCNS(=O)(=O)c1ccc(Cl)cc1)OCC(=O)c1ccc[nH]1 was read as FBW7 activator -0.1, TEAD-YAP inh 0, GPR151 ag 0.8 and MITF inh 12.
For CCOc1cccc(/C=N\N2CCN(Cc3ccccc3Cl)CC2)c1O the results were FBW7 activator -0.1, TEAD-YAP inh 0, GPR151 ag 1.3 and MITF inh 2.
For COC(=O)C1=C(C)OC(N)=C(C#N)C1c1ccsc1 (stereo not given) the results were FBW7 activator -0.1, TEAD-YAP inh 4, GPR151 ag -0.1 and MITF inh -4.
Screening O=C(Nc1cccc(O)c1)c1cc(S(=O)(=O)N2CCCC2)ccc1Cl returned FBW7 activator 0.0, TEAD-YAP inh 25, GPR151 ag 0.1 and MITF inh 15.
For Cc1ccc2c(c1)c1nnc(SCC(=O)NCc3ccco3)nc1n2C the results were FBW7 activator -0.1, TEAD-YAP inh -2, GPR151 ag -0.5 and MITF inh -10.
Screening CCc1ccccc1NCc1nnc2n1CCCCC2 returned FBW7 activator 0.9, TEAD-YAP inh -1, GPR151 ag -0.7 and MITF inh 12.
O=S(=O)(NCCc1cn2ccsc2n1)c1ccc2ccccc2c1 was read as FBW7 activator -0.3, TEAD-YAP inh -3, GPR151 ag -0.6 and MITF inh -4.
NC1=NC(=O)/C(=C/c2cc(Br)ccc2OS(=O)(=O)c2ccccc2)S1 was read as FBW7 activator 0.0, TEAD-YAP inh 8, GPR151 ag -0.7 and MITF inh 7.
For COc1ccc(CCNC(=O)CCn2c(SCc3ccccc3C#N)nc3ccccc3c2=O)cc1OC the results were FBW7 activator 0.1, TEAD-YAP inh 4, GPR151 ag -0.3 and MITF inh 9.
For O=c1[nH]c(SCc2ccccc2F)nc2c1cnn2-c1ccc(F)cc1 the results were FBW7 activator -0.2, TEAD-YAP inh -1, GPR151 ag 1.3 and MITF inh -6.
For CC(C)c1nc2ccccc2c2nn(CC(=O)Nc3ccc4c(c3)n(C)c(=O)n4C)c(=O)n12 the results were FBW7 activator 0.0, TEAD-YAP inh 18, GPR151 ag -0.5 and MITF inh 12.
Screening O=S(=O)(NCc1cccnc1)c1ccc(Cl)cc1 returned FBW7 activator -0.1, TEAD-YAP inh -3, GPR151 ag -0.8 and MITF inh -7.
For COc1ccc(Br)cc1C(=O)N/C(=C\c1ccc([N+](=O)[O-])cc1)C(=O)Nc1ccccc1Cl the results were FBW7 activator 0.0, TEAD-YAP inh -5, GPR151 ag -1.0 and MITF inh 6.
CN(Cc1ccccc1)c1cc2c(cc1[N+](=O)[O-])C(=O)N(c1ccccc1)C2=O was read as FBW7 activator -0.1, TEAD-YAP inh 13, GPR151 ag 0.5 and MITF inh 0.
`O=C(O)CCCn1c(O)c(/C=C2\C=Nc3ccccc32)sc1=S` gave FBW7 activator -0.3, TEAD-YAP inh 22, GPR151 ag -3.3 and MITF inh 0.
`O=C(NCc1cccnc1)NCc1noc2ccccc12` gave FBW7 activator -0.1, TEAD-YAP inh -4, GPR151 ag -0.2 and MITF inh 5.
`N#C/C(=C/c1ccccc1)C(=O)NCc1ccccc1` gave FBW7 activator -0.1, TEAD-YAP inh -1, GPR151 ag -1.3 and MITF inh -7.
`CC(C)(C)OC(=O)N1CC[C@@H](NC(=O)c2cccc(-n3cc(NC(=O)Cc4ccccc4)cn3)c2)C1` gave FBW7 activator 0.8, TEAD-YAP inh -1, GPR151 ag -1.0 and MITF inh 17.
For COc1cc(OC)cc(C(=O)N2c3ccccc3N3C(c4c(C)c(C)c(Cl)c(C)c4C)=NON23)c1 the results were FBW7 activator 0.0, TEAD-YAP inh 9, GPR151 ag 0.4 and MITF inh -3.
For COC(=O)CC1C(=O)NCCN1C(=O)OC(C)(C)C (stereo not given) the results were FBW7 activator 0.2, TEAD-YAP inh 0, GPR151 ag -1.0 and MITF inh 10.
Screening O=C(C1CC1)N1CCN=C1SCc1ccccc1 returned FBW7 activator -0.1, TEAD-YAP inh 13, GPR151 ag 1.6 and MITF inh 5.
COc1ccc(NC(=O)c2cn(-c3ccc(C)c(C)c3)c(=O)c3ccccc23)cc1OC was read as FBW7 activator -0.1, TEAD-YAP inh 13, GPR151 ag 1.1 and MITF inh 8.
CCn1c2ccccc2c2cc(NC(=O)COc3cccc(C)c3)ccc21 was read as FBW7 activator 0.3, TEAD-YAP inh -4, GPR151 ag 0.8 and MITF inh 6.
Screening CCCC(=O)Nc1ccc(NC(=O)CSc2nnc(-c3cccnc3)n2CC)cc1 returned FBW7 activator 0.3, TEAD-YAP inh -13, GPR151 ag -0.8 and MITF inh 0.
`Cc1csc2ncc(C(=O)NC(c3ccccc3)c3ccccc3)c(=O)n12` gave FBW7 activator 0.0, TEAD-YAP inh -5, GPR151 ag 0.8 and MITF inh -11.
C/C(=N\NC(=O)c1ccc(NS(=O)(=O)c2cccs2)cc1)c1ccccc1 was read as FBW7 activator -0.1, TEAD-YAP inh -22, GPR151 ag 0.7 and MITF inh 25.
Screening O=C(CCCSc1ccccc1)Nc1ccc(S(=O)(=O)Nc2nccs2)cc1 returned FBW7 activator -0.1, TEAD-YAP inh 11, GPR151 ag -1.7 and MITF inh 10.
Screening O=C(c1cc(Cc2cccc3ccccc23)no1)N1CCN(c2ccccc2)C(=O)C1 returned FBW7 activator 0.1, TEAD-YAP inh -7, GPR151 ag 0.9 and MITF inh 0.
`Cc1cc(=O)n2[nH]cnc2n1` gave FBW7 activator 0.1, TEAD-YAP inh -1, GPR151 ag -1.9 and MITF inh 10.
Screening CC1=C(C(=O)OCC2CCCO2)C(c2ccccc2F)C2=C(CC(C)(C)CC2=O)N1 (stereo not given) returned FBW7 activator 0.3, TEAD-YAP inh 7, GPR151 ag -1.1 and MITF inh -21.
Screening CC1=C(C(=O)Nc2cc(C)ccn2)C(c2ccccc2)C2=C(CCCC2=O)N1 (stereo not given) returned FBW7 activator 0.9, TEAD-YAP inh 9, GPR151 ag -0.2 and MITF inh 3.
For CC(C)N(CCNc1nc(NCc2ccc3c(c2)OCO3)nc2c1ncn2Cc1ccc(C(F)(F)F)cc1)C(C)C the results were FBW7 activator -0.2, TEAD-YAP inh -4, GPR151 ag 0.3 and MITF inh 8.
Screening O=c1c(-c2ccccc2)[n+]([O-])c2ccccc2n1O returned FBW7 activator -0.1, TEAD-YAP inh -6, GPR151 ag 3.7 and MITF inh 7.
For O=C(Nc1ccccc1)c1ccc2nc(Nc3ccccn3)sc2c1 the results were FBW7 activator 0.0, TEAD-YAP inh -6, GPR151 ag -2.1 and MITF inh -4.
`O=C(Oc1coc(CSc2ncccn2)cc1=O)c1ccccc1[N+](=O)[O-]` gave FBW7 activator 0.0, TEAD-YAP inh -3, GPR151 ag 1.6 and MITF inh 15.
`Cc1cc(C)c(NC(=O)Cn2cnc3c(cnn3-c3ccccc3C)c2=O)c(C)c1` gave FBW7 activator 0.0, TEAD-YAP inh -3, GPR151 ag -1.2 and MITF inh 6.
Screening CC(=O)Nc1ccc(C2=N/C(=C/c3cc4c(cc3Cl)OCO4)C(=O)O2)cc1 returned FBW7 activator -0.2, TEAD-YAP inh -2, GPR151 ag -1.0 and MITF inh 4.
CC(C)CC(C(=O)Nc1nccs1)N1Cc2ccccc2C1=O (stereo not given) was read as FBW7 activator -0.1, TEAD-YAP inh 0, GPR151 ag 3.3 and MITF inh -5.
Screening CC1([N+](=O)[O-])COC(c2ccc([N+](=O)[O-])cc2)OC1 (stereo not given) returned FBW7 activator 0.9, TEAD-YAP inh 4, GPR151 ag -0.8 and MITF inh 7.
O=C(Nc1c2c(nn1-c1cccc(Cl)c1)CS(=O)(=O)C2)c1ccc(C(=O)c2ccccc2)cc1 was read as FBW7 activator -0.2, TEAD-YAP inh 4, GPR151 ag 0.5 and MITF inh -3.

Screens from PubChem.
